PGC1a acetyl inh – modulators of PGC1a acetylation; inhibition, % at 15.6 µM; actives 0.17% (n = 350,000); AID 651687; U2OS PGC1a acetylation, AlphaScreen anti-acetyl-lysine; with virally co-expressed GCN5 acetyltransferase;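 active means every replicate shows inhibition of at least 40%; inconclusive means mean inhibition at least 40% but some replicate below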;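 further: 0% = neutral control wells and 100% = positive control wells; some results beyond the cut were filed as inactive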
Cneo AK release – causes C. neoformans cell lysis. adenylate kinase release luminescence, 4 h; normalised: neutral wells 0, clomiphene wells 100. lysis activity, % at 15 µM. actives 0.2% (n = 360,000). AID 651654;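 active means mean lysis activity across replicates of at least 80%, whatever share of replicates individually reach that level; inactive means mean lysis activity below 80%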
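Material: C. neoformans cells | Amount: Yeast cell density of 5 × 10^6 cells/mL | Medium: Fresh YPD growth medium | Dosing: Single dose | Times: Static 4 h at 37 °C with compound, 1 h detection | Detection: AK luminescence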
FN deposition inh – fibronectin deposition inhibition; inhibition, % at 12.6 µM; actives 0.086% (n = 350,000); AH1F fibroblasts, Alexa488-fibronectin deposition fluorescence, overnight;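 active means mean inhibition across replicates of 30% or more, regardless of how many single replicates reach that level; inconclusive means mean under 30% yet at least half of replicates reach 30%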;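 further: positive control wells lacked labelled fibronectin entirely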
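Schedule: 1 h cell adhesion before compound, then overnight fibronectin incubation; test system: AH1F fibroblast monolayer depositing Alexa488-labelled fibronectin into matrix; quantity: 10000 AH1F cells per well; probe or stimulus: fluorescent fibronectin at 24 nM final; signal: fluorescence, ex 485 nm, em 525 nm; evaluation: percent inhibition as loss of matrix-bound fibronectin fluorescence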
EWS-Fli block – EWS/Fli transcriptional activity inhibition. A673 NR0B1-luciferase reporter, viability-normalised. inhibition, % at 12.6 µM. actives 0.67% (n = 350,000);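 active means mean inhibition of at least 50% after viability correction, with every replicate also passing that limit; inconclusive means mean reaches 50% but only one of two replicates passes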;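 further: firefly luciferase signal divided by Alamar Blue viability fluorescence both relative to DMSO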
Casp6 inh – inhibitors of human caspase-6; P55212; purified caspase-6, Z-VEID-R110 cleavage fluorescence; inhibition, % at 12.5 µM; actives 0.53% (n = 350,000); AID 686996;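 active means mean inhibition across replicates at least about 35%, with every replicate also reaching that limit, limit read from the data; inconclusive means only one of the two criteria met; inactive means neither criterion met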;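 further: 0% = median of neutral control wells and 100% = no fluorescence left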
Target sequence (P55212 24-179 limits assumed): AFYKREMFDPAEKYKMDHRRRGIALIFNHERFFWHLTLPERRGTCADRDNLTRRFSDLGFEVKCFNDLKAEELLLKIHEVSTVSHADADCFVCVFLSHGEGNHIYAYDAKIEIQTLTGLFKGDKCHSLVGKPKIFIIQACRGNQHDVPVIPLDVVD
Target sequence (P55212 194-293 limits assumed): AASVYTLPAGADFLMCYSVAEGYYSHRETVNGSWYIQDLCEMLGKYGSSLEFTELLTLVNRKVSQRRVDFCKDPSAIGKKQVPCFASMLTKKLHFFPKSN
miR122 inh – miR-122 inhibition in Huh7 cells. Huh7 miR-122 Renilla luciferase sensor, 48 h; neutral wells = 0, positive control = 100. activation (reporter increase), % at 12.5 µM. actives 0.3% (n = 340,000). AID 602342;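 active means mean replicate activation score at least 90 and every replicate individually at or above 90; inconclusive means only one of the two criteria met; inactive means neither criterion met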;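 further: higher luciferase means less miR-122 activity so hits act as miR-122 inhibitors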
LGR2 antag – Drosophila LGR2 receptor signaling inhibition; HEK293 LGR2, CRE-luciferase, bursicon-stimulated, 4 h; inhibition, % at 9.99 µM; actives 0.35% (n = 380,000); AID 720647;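 active means drop in luminescence signal, shown as inhibition above about 50% in the replicate tests, limit read from the data, passing the limit was not always enough; inconclusive means probably only some replicates passing the limit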;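 further: agonist challenge used bursicon conditioned medium at about half maximal strength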
PAX8 reporter – lowers PAX8-driven luciferase in RMG-I cells | RMG-I TPO-luciferase reporter, SteadyGlo, 24 h | inhibition, % at 12.6 µM | actives 1.2% (n = 360,000) | AID 652154;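 active means mean replicate inhibition at least 60% with every replicate also reaching 60%; inconclusive means only one of the two criteria is met; inactive means mean below 60% and not all replicates reaching 60%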;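 further: luciferase light reporting Pax8 driven TPO promoter activity; plate controls were median of neutral control wells for no effect and mitoxantrone controls for full effect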
Starred values were filed as active, the others as inactive; ? = inconclusive; . = no result given; & = joins results of further samples; [ ] = dose if it differs, or a comment. This is a random part of the collection (roughly 2.5% active in at least one column).

SMILES	PGC1a acetyl inh	Cneo AK release	FN deposition inh	EWS-Fli block	Casp6 inh	miR122 inh	LGR2 antag	PAX8 reporter
Fc1ccc(Nc2nc(-c3ccncc3)cs2)cc1	4	.	19	-50	-1	.	-127	-14
COc1ccc(N2CCN(S(=O)(=O)c3ccc4c(c3)NC(=O)CS4)CC2)cc1	2	5	-3	.	0	-7	-13	-7
O=C(Nc1ccc2c(c1)C(=O)OC2)c1ccc(F)cc1F	2	.	0	-39	2	.	.	6
O=C(Cc1ccccc1)Nc1ccccc1C(=O)O	.	-1	0	.	.	0	.	-53
COc1ccc(NC(=O)Nc2ccc3c(c2)CC(=O)N([C@H](C)CO)C[C@@H](C)[C@@H](CN(C)C(=O)Nc2ccc(OC)cc2)O3)cc1	-8	-3	.	-8	-1	3[16.7 µM]	-4	.
CCC(=O)N(C)C[C@H]1Oc2ncc(C#Cc3ccccc3)cc2C(=O)N([C@H](C)CO)C[C@H]1C	-2	3	-2	-17	3	0[16.7 µM]	-5	.
Cc1ccc(C(=O)NCC(=O)OCC(=O)c2cc(C)n(Cc3ccco3)c2C)cc1	.	3	0	-5	-2	-18	3	-11
CC(C)(C)OC(=O)N1CCC(NC(=O)c2ncn(Cc3ccccc3)c2C(=O)NC2CCN(C(=O)OC(C)(C)C)CC2)CC1	6	4	-7	10	2	-3	5	38
Cc1cccc(N2CCN(C(=O)c3ccccc3NC(=O)C3CC=CCC3C(=O)O)CC2)c1 (configuration not stated)	-4	-1	.	.	.	-8	-39	.
Cc1cc(C)n(CCCNC(=O)c2ccco2)n1	-9	3	6	1	1	.	-6	0
CN1CCN(S(=O)(=O)c2cccc(C(=O)Nc3cc(Cl)ccc3N3CCOCC3)c2)CC1	4	1	5	-1	-5	-4	-19	0
C[C@H](CO)N1C[C@H](C)[C@H](CN(C)C(=O)C2CCCCC2)Oc2ncc(C#CC3(O)CCCC3)cc2C1=O	6	3	.	-1	2	-1[16.7 µM]	3	-3
O=C(COCc1cc(-c2ccc3c(c2)OCO3)on1)Nc1cccnc1	-94	18	-11	.	-1	-5	-5	-29
COc1cccc(S(=O)(=O)N2C[C@@H](O)COC[C@@H]3O[C@H](CC(=O)NCCCN4CCOCC4)CC[C@H]32)c1	-4	1	1	0	-10	-4[16.7 µM]	1	-13
C[C@@H]1CN([C@H](C)CO)C(=O)c2cc(NS(C)(=O)=O)ccc2O[C@@H]1CN(C)Cc1ccc(-c2ccccc2)cc1	1	-5	14	13	3	0[16.7 µM]	-17	-9
Cc1ccc(S(=O)(=O)Nc2ccc3c(c2)C(=O)N([C@H](C)CO)C[C@H](C)[C@@H](CN(C)CC2CCCCC2)OCCCC[C@H](C)O3)cc1	-8	-11	.	-6	1	-1[16.7 µM]	-9	-6
COC(=O)C1=C(C)N(Cc2ccccc2C(F)(F)F)C(=NCc2ccccc2)NC1c1cccc(C(F)(F)F)c1 (configuration not stated)	.	.	9	-98	-8	.	-10	15
Cc1ccc(/C=N/NC(=O)C(O)c2ccccc2)o1 (configuration not stated)	6	-1	5	4	0	18	-7	3
COc1ccc(CCNC(=O)CSc2ccc(Br)cc2)cc1OC	.	.	2	-2	2	.	1	-9
COC(=O)c1ccc(C(=O)N2CCCC(C)(C(=O)NS(=O)(=O)C3CC3)C2)cc1 (configuration not stated)	8	-4	5	3	0	2	20	.
Cc1ccc([N+](=O)[O-])cc1N/C=C1\CCc2ccccc2C1=O	-2	4	2	.	.	13	.	-28
Cc1ccc(Nc2nnc(SCC(=O)N(C)C3CCS(=O)(=O)C3)s2)cc1 (configuration not stated)	0	-1	.	-33	0	6	0	-26
C[C@@H]1CN([C@@H](C)CO)C(=O)Cc2cc(NC(=O)Nc3ccccc3)ccc2O[C@@H]1CN(C)C	35	1	.	-3	-1	-3[16.7 µM]	-15	-1
Cc1ccccc1S(=O)(=O)N1C[C@@H](O)COC[C@H]2O[C@H](CC(=O)N3CCC(Cc4ccccc4)CC3)CC[C@@H]21	0	0	10	-9	-2	-1[16.7 µM]	-4	-41

Next section, starting with the last 2 of the part before.
SMILES	PGC1a acetyl inh	Cneo AK release	FN deposition inh	EWS-Fli block	Casp6 inh	miR122 inh	LGR2 antag	PAX8 reporter
C[C@@H]1CN([C@@H](C)CO)C(=O)Cc2cc(NC(=O)Nc3ccccc3)ccc2O[C@@H]1CN(C)C	35	1	.	-3	-1	-3[16.7 µM]	-15	-1
Cc1ccccc1S(=O)(=O)N1C[C@@H](O)COC[C@H]2O[C@H](CC(=O)N3CCC(Cc4ccccc4)CC3)CC[C@@H]21	0	0	10	-9	-2	-1[16.7 µM]	-4	-41
Cc1cc(C(=O)NN)c2cc(Br)ccc2n1	4	-4	.	-10	0	0	14	.
CC(C)c1ccc(NC(=O)Cn2nnc(C(=O)NCc3ccco3)c2N)cc1	1	0	-7	.	0	-2	-5	22
C[C@H]1CN([C@@H](C)CO)C(=O)c2cc(NS(=O)(=O)c3ccccc3)ccc2O[C@@H]1CN(C)C(=O)Nc1ccc(F)cc1	1	3	.	.	0	-6[16.7 µM]	-9	-4
COc1cc(CNc2ccc(N3CCCC3)cc2)ccc1OCc1ccccc1	.	.	4	-39	11	.	-34	-44
C[C@@H]1CN([C@@H](C)CO)C(=O)c2cc(NC(=O)CCN3CCOCC3)ccc2O[C@@H]1CN(C)CC1CC1	0	7	.	-6	2	-5[16.7 µM]	-4	.
COc1ccc(C(=O)C[n+]2cc(Br)cc3ccccc32)cc1[N+](=O)[O-]	4	2	-8	8	1	3	8	11
COCCNC(=O)Cc1c(C)c2cc3c(cc2oc1=O)OC(C)(C)CC3	0	0	-11	-28	-2	-7	-5	-22
COc1ccc(NS(=O)(=O)c2cccc(C(=O)N/N=C/c3c(F)c(F)c(F)c(F)c3F)c2)cc1	-12	2	3	31	0	-25	8	12
COc1ccc(NC(=O)CCC2CCCCC2)cc1S(=O)(=O)N1CCCCC1	.	.	.	-21	1	.	20	21
Cc1cc(N2CCCC2=O)ccc1S(=O)(=O)NC1CCCCC1	.	0	-6	5	-1	.	9	-9
CCC(C)NC(=S)Nc1ccc2nc(N3CCN(CC)CC3)cc(C)c2c1 (configuration not stated)	.	.	13	29	-27	17	1	9
N#Cc1ccc(S(=O)(=O)N2CCCCC2c2cc(C(=O)Nc3cccc4c3CCCC4)no2)cc1 (configuration not stated)	7	0	.	-1	-2	-8	15	5
COc1ccccc1C1CCN(C(=O)c2ccc(Cl)cc2)CC1	.	-1	0	10	-4	.	12	-12
COc1ccccc1CNC(=O)CCNS(=O)(=O)c1cc(Br)cnc1N	2	2	5	-1	3	8	-4	-1
Cc1cccc(NC(=O)C2CC(O)CN2C(=O)Oc2ccccc2)c1 (configuration not stated)	.	-9	0	1	4	.	-7	6
Nc1nnnn1-c1cccc([N+](=O)[O-])c1	5	0	.	-4	-3	-6	7	11
COc1ccc(C[C@H]2CCc3cnnn3COC[C@@H](C(C)C)NC2=O)cc1	.	5	6	-18	-1	.	-3	-10
COc1ccc(OC)c(NC(=O)C2CCN(S(C)(=O)=O)CC2)c1	-18	3	.	-8	0	2	12	.
O=C(C[C@H]1C=C[C@H](NC(=O)Cc2ccccn2)[C@@H](CO)O1)NCCc1ccccc1	-15	-7	.	2	-2	.	12	.
O=C(C[C@@H]1CC[C@@H]2[C@H](COC[C@H](O)CN2C(=O)Nc2cccc(F)c2)O1)NCCCN1CCOCC1	-1	50	-1	-45	-2	-3[16.7 µM]	-23	-52
COC(=O)CCCCCCC(=O)Nc1ccc(NC(=O)CCCC[P+](c2ccccc2)(c2ccccc2)c2ccccc2)cc1	4	-17	.	-1	-1	.	.	8
C/C=C/c1ccc([C@H]2[C@@H](CO)N3C(=O)CN(C(=O)NC4CCCCC4)C[C@@H]23)cc1	-5	.	-8	-84	1	.	-3	-3
CCOC(=O)c1nc(NCc2ccccc2)sc1C	0	3	3	-75	3	-6	-21	-78
CC(C)CCNC(=O)C(c1ccc(O)cc1)N(C(=O)C1COc2ccccc2O1)c1cccc(O)c1 (configuration not stated)	7	.	6	-6	3	.	12	15
Cc1ccccc1OCCn1cc(C(=S)N2CCCC2)c2ccccc21	-2	1	1	.	.	6	.	15
COc1ccc(CNC(=O)c2ccccc2NS(C)(=O)=O)cc1	9	.	3	-11	1	-8	.	-4
CC(C)C(=O)Nc1ccc2c(c1)C(=O)N(C)[C@H]1CC[C@H](CC(=O)NCc3cccc(F)c3)O[C@@H]1CO2	-2	-1	2	4	.	?	7	-7
Nc1nc(N2CCCCC2)c(C=O)c(N2CCCCC2)n1	.	.	10	0	-1	.	23	8
CCNC(=O)Nc1ccc2c(c1)C(=O)N(C)[C@H]1CC[C@@H](CC(=O)NCc3ccc(F)cc3)O[C@@H]1CO2	-1	-10	-5	-1	-1	2[16.7 µM]	10	-6
O=C(N/N=C/c1ccco1)c1cc(-c2cccs2)[nH]n1	.	3	5	-28	6	.	-21	7
C[C@H]1CCCCO[C@H](CN(C)Cc2ccc(C(F)(F)F)cc2)[C@@H](C)CN([C@@H](C)CO)C(=O)c2cc(NC(=O)c3ccncc3)ccc2O1	.	-1	-4	14	-3	9[16.7 µM]	2	28
CCn1c(=O)n(CC)c2cc(N3CCCC3)c(NC(=O)c3ccc(F)cc3)cc21	-2	3	1	14	0	9	-5	-30
O=C(NCCc1ccccc1)c1ccc(=O)oc1	-4	1	3	.	-1	-1	-3	-6
COC(=O)c1cccc(NC(=O)CN2C(=O)c3ccccc3C2=O)c1	-2	3	2	2	-2	-1	10	17
N#Cc1ccc(-c2ccc(C3[C@@H]4CN(C(=O)C5CCCCC5)C[C@H]3N4)cc2)cc1 (some centres not stated)	8&-2	.	-1&4	10&3	.	.	4&0	-9&12
CCOC(=O)c1nccnc1C(=O)Nc1cccc(C(F)(F)F)c1	19	.	3	-8	2	-1	-5	-10
